Screens from PubChem BioAssay.
Rat MKP-3 inhibitors: inhibition of rat DUSP6 enzyme activity – biochemical, in vitro, primary screen (AID 425). recombinant MKP-3 phosphatase activity, fluorescence; higher % means a stronger effect. inhibition, % at 20 µM; hits with a dose series show IC50 in µM. 110,000 compounds, 0.17% hits; in the data active = inhibition above about 50%;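 note: plate controls were vehicle for no effect and reference inhibitor for full effect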
Hsp70 inhibitors: small molecules displacing fluorescent ligand from Hsp70 – biochemical, fluorescence polarization, primary screen (AID 583); Hsp70 fluorescence polarization probe displacement, mP; higher % means a stronger effect; one-dose displacement, % at 20 µM; IC50 in µM for titrated hits; 140,000 compounds, 0.06% hits; in the data active = displacement above about 50%;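 note: plate controls were vehicle for no effect and reference ligand for full effect; a part of the inactive calls stands beside numbers as strong as those of hits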
Numbers without * were called inactive; · = no result given; & = joins results of further samples. Not all compounds are listed, so the mix of outcomes need not match the whole.

Below each SMILES – Rat MKP-3 inhibitors | Hsp70 inhibitors
Cc1ccccc1NC(=O)CSc1nnc(Cc2cccn2C)n1-c1ccc(F)cc1
    -4% | -0.2%
O=C(c1ccc(=O)oc1)N1CCCc2ccccc21
    -12% | 2.9%
CC(=O)Nc1ccc(C(=O)CSc2nnc(C)o2)cc1
    -1% | 1.4%
Cc1ccccc1/C=N/N1CCN(c2ccccc2)CC1
    1% | 0.2%
CCOC(=O)N1CCN(C(=O)c2ccccc2NC(=O)c2ccc(OC)cc2)CC1
    3% | 9.1%
O=C(COc1ccc2ccc(=O)oc2c1)Nc1ccccn1
    1% | 3.9%
O=C(O)c1ccc(-c2cccc(OC(F)(F)F)c2)o1
    4% | 1.0%
Cc1cc(Cl)ccc1OC(C)C(=O)Nc1sc2c(c1C(N)=O)CCCC2 (configuration not stated)
    -2% | -6.0%
CC(=O)c1cc(-c2ccccc2)n(CC(=O)NCc2cccs2)c1C
    3% | 5.0%
CC(C)c1nnc(NC(=O)c2cccnc2)s1
    · | -4.0%
COc1ccc(C2=NOC(C(=O)NCC(C)C)C2)cc1 (configuration not stated)
    2% | 1.5%
O=C(Nc1cc([N+](=O)[O-])ccc1F)c1ccccc1
    3% | 4.1%
COc1cccc(-c2cc(C(=O)Nc3cccc(O)c3)no2)c1
    1% | 2.7%
COc1cccc(-n2c(SCC(=O)O)nnc2-c2cccnc2)c1
    3% | 1.4%
CCN(CC)C(=O)c1oc2ccc(S(=O)(=O)N3CCCCCC3)cc2c1C
    · | 9.6%
Cc1ccc(N(CC(=O)NCc2ccc(Cl)cc2)S(C)(=O)=O)cc1
    6% | 1.7%
O=C(CSc1nc2ccccc2c(=O)[nH]1)NCc1ccc(Cl)cc1
    · | -1.0%
Cc1c(Cl)cccc1NC(=O)CCN1CCCCC1
    -8% | 3.4%
O=C(COC(=O)C1CC(O)CN1C(=O)Oc1ccccc1)c1ccc(Cl)cc1 (configuration not stated)
    1% | 0.7%
O=C(c1c[nH]c2ccc(S(=O)(=O)N3CCOCC3)cc2c1=O)N1CCCC1
    -5% | -1.4%

Next part:
Below each SMILES – Rat MKP-3 inhibitors | Hsp70 inhibitors
CCCN1Cc2cccc(C(=O)Nc3ccc4c(c3)OCO4)c2C1=O
    -6% | 3.6%
CCOC(=O)c1cnc2c(C)c(Cl)ccc2c1N1CCOCC1
    -2% | 4.3%
COc1cccc(C(=O)NC2CC3CCCC(C2)N3CC(=O)Nc2ccc(N(C)C)cc2)c1 (configuration not stated)
    -4% | 2.7%
COc1ccc(NCc2nnc(SCC(=O)Nc3cc(C(F)(F)F)ccc3Cl)o2)cc1
    -10% | -0.9%
Cc1ccc(C(=O)c2sc3nc4c(cc3c2N)CCC4)c(C)c1
    1% | 3.2%
CCOCCOC(=O)c1ccc(NC(=O)COc2cc(C)cc(C)c2)cc1
    4% | -2.3%
CCOC(=O)Cn1c(C(C)=O)nc2ccccc21
    -3% | -4.0%
C/C(=N\Nc1nnc(-c2ccccc2)c(-c2ccccc2)n1)c1ccc(C)cc1
    0% | 4.5%
CCc1cc(=O)oc2cc(OC)ccc12
    3% | 2.3%
CCN(CC)C(=O)c1ccc2c(=O)n(CCOC)c(=S)[nH]c2c1
    · | 0.9%
Cc1ccc(C(C)C)c(OCC(=O)Nc2ccc(F)c([N+](=O)[O-])c2)c1
    0% | -0.2%
CCOc1cc(S(=O)(=O)NCc2ccccc2)ccc1F
    1% | 3.3%
COc1cccc(OCCCCCCN2CCCC2)c1
    0% | 1.6%
COc1ccc(CCNC(=O)COC(=O)c2cnccn2)cc1
    0% | -0.5%
CCOC(=O)C1(C)/C(=N/Nc2cccc(Cl)c2)C(=O)C(=O)N1c1ccccc1 (configuration not stated)
    · | -0.6%
Oc1cccc(C=Nc2ccccc2O)c1
    1% | 3.2%
Cc1cc(C)c(C#N)c(N2CCN(Cc3ccccc3)CC2)n1
    · | 7.7%
COc1ccc(Nc2nc3ccccc3n3cnnc23)cc1
    · | 4.5%
Cc1nc(C(F)(F)F)nc(Nc2ccc(Br)cc2)c1C#N
    -2% | 10%
CCSC1=C(C#N)C(c2ccc(F)cc2)CC(=O)N1 (configuration not stated)
    6% | 6.2%

(list continues)
Below each SMILES – Rat MKP-3 inhibitors | Hsp70 inhibitors
c1ccc2c(-n3cnnn3)cccc2c1
    -9% | 1.4%
CCOC(=O)c1c(NC(=O)c2ccccc2OC)sc(C(=O)Nc2ccc(C)cc2C)c1C
    -1% | 3.6%
CC(=O)N(CCC(c1ccccc1)C1CCOC(C)(C)C1)Cc1ccccc1 (configuration not stated)
    6% | -0.7%
Cc1c(NC(=O)c2ccc(S(=O)(=O)N3CC(C)OC(C)C3)cc2)c(=O)n(-c2ccccc2)n1C (configuration not stated)
    0% | 2.1%
O=C(Nc1ccccc1)c1cc2ccccc2o1
    · | 4.4%
COc1ccc(Cn2c(=O)[nH]c3cc(C(=O)NCCCN4CCCCC4)ccc3c2=O)cc1
    -8% | 4.2%
Cc1ccc(NC(=O)CN2CCCN(S(=O)(=O)c3ccc(Br)s3)CC2)cc1
    · | -1.9%
Cc1ccc(S(=O)(=O)Nc2ccc3oc(=O)sc3c2)c(C)c1
    -5% | 2.0%
N#CC(C(=O)NCc1ccccc1)c1nc2ccccc2nc1N1CCCC1 (configuration not stated)
    -8% | 18%
CC(C)OP(=O)(c1ccc(N(C)C)cc1)C(O)c1ccncc1 (configuration not stated)
    -8% | -0.5%
Cc1cc(=O)[nH]c(SCC(=O)N2c3ccccc3CC2C)n1 (configuration not stated)
    -10% | 2.8%
Cc1cc(=O)c2c(C)nc(-c3ccccc3)nc2[nH]1
    -2% | 4.4%
Cc1ccc(S(=O)(=O)N2CCN(C(=O)c3ccc([N+](=O)[O-])cc3)CC2)cc1
    5% | 0.2%
CCOC(=O)Cc1csc(SCC(=O)Nc2sc3c(c2C(N)=O)CCC3)n1
    8% | 1.1%
Cc1csc2nc(CSc3nncn3-c3ccccc3)c(Br)n12
    4% | -2.1%
CCOc1ccc(N(CC(=O)Nc2ccc(Br)cc2)S(=O)(=O)c2ccc(SC)cc2)cc1
    0% | -1.7%
CCC1CCc2sc(C(=O)O)cc2C1 (configuration not stated)
    3% | -0.3%
COC(=O)C1=C(C)N(C)C(C)=C(C(=O)OC)C1c1cccc(Cl)c1
    4% | -3.8%
CC(=O)c1c(C(C)=O)c(C)n(-c2ccc(O)cc2)c1C
    · | 3.3%
COc1ccc(N(CC(=O)Nc2ccc3ccccc3c2)S(C)(=O)=O)cc1
    -1% | 6.8%

New compounds follow:
Below each SMILES – Rat MKP-3 inhibitors | Hsp70 inhibitors
COCCCN1C(=O)c2ccccc2C1C(=O)NC1CCCCCC1 (configuration not stated)
    1% | -2.9%
C=CCOc1ccc(/C(O)=C2\C(=O)C(=O)N(CCCOC)C2c2ccncc2)cc1 (configuration not stated)
    -13% | 1.7%
CCn1c(NCc2ccco2)nc2c1c(=O)n(C)c(=O)n2C
    · | 2.0%
O=C(CSc1nnc(-c2cccs2)n1-c1ccccc1)c1ccccc1
    -2% | 0.5%
Cc1cc(C)nc(/N=C(/N)Nc2ccc(S(=O)(=O)Nc3nccc(C)n3)cc2)n1
    -2% | 2.1%
Cc1ccc(-c2nnc(SCC(=O)OC(C)C)o2)cc1
    -2% | -3.3%
O=C(O)CCc1nn2c3ccccc3n(CC(=O)c3ccccc3)c2nc1=O
    · | 1.7%
CCOC(=O)c1c(NC(=O)c2ccco2)sc(C(=O)Nc2cc(C(F)(F)F)ccc2Cl)c1C
    2% | -2.6%
CC1(C)CC(=O)C2=C(C1)Nc1ccccc1NC2c1c(F)cccc1Cl (configuration not stated)
    1% | 1.2%
COc1cccc(Nc2c([N+](=O)[O-])c(=O)n(C)c3ccccc23)c1
    2% | -1.6%
COC(=O)c1cc(NS(=O)(=O)c2ccc(NC(C)=O)cc2)cc(C(=O)OC)c1
    · | 6.0%
O=C(/C=C/Nc1ccccc1NS(=O)(=O)c1ccc([N+](=O)[O-])cc1)c1ccc2c(c1)OCO2
    -1% | 1.8%
CCCCN(C)CCCNC(=O)CCn1nc(-c2ccccc2)ccc1=O
    3% | 0.4%
Cc1ccc(C(=O)N2CCN(C(=O)CN3CCCC3)C2)cc1
    2%&-2% | -5.4%&-0.4%
Cc1ccc(C)c(N2CCN(CCCNC(=O)Cn3cc4c(n3)CCC(C)C4)CC2)c1 (configuration not stated)
    4% | 3.4%
O=c1[nH]nc2c3ccccc3cnn12
    -12% | 7.7%
CCN(CC(=O)Nc1ccc2c(c1)OCO2)Cc1nc2ccccc2c(=O)[nH]1
    11% | 7.6%
CCN(CC)CCNC(=O)C12CC3CC(CC(C3)C1)C2
    -2% | 4.1%&0.7%
COc1ccccc1N1CCN(Cc2cccs2)CC1
    · | -1.6%
N/C(Cc1ccc(Cl)cc1)=N\OC(=O)Cc1ccc([N+](=O)[O-])cc1
    4% | -4.0%

Next part.
Below each SMILES – Rat MKP-3 inhibitors | Hsp70 inhibitors
COc1cc(OC)cc(C(=O)Nc2c(F)cccc2F)c1
    · | -0.7%
CCc1c(C(=O)N2CCN(c3ccccc3F)CC2)[nH]c(C)c1C(C)=O
    · | -3.8%
Cc1ccc(S(=O)(=O)Nc2cc(-c3cccc(C)c3)[nH]n2)cc1
    -2% | 4.4%
Cc1ccc(NC(=O)N2CCC(C(=O)NCc3ccc(F)cc3)CC2)cc1
    0% | -1.7%
O=C(O)c1cccc(C(=O)Cc2ccccc2)c1
    0%&2% | -1.6%&0.7%
CC(=O)Oc1ccccc1/C=C1\CCOC1=O
    -1% | 5.0%&2.5%
O=C(Cn1c(=O)oc2cc(S(=O)(=O)NCc3ccccc3)ccc21)NCc1ccco1
    -2% | 3.9%
C=CCc1cccc(CNc2c(C)n(C)n(-c3ccccc3)c2=O)c1O
    -2% | 3.9%
CCC1CCc2c(sc(N)c2C(=O)OC(C)C)C1 (configuration not stated)
    4% | -1.8%
Cc1ccc(N(CC(=O)Nc2ccc(C)cc2C)S(=O)(=O)N2CCCC2)cc1
    · | 3.4%
Cc1ccccc1Nc1nnc(SCc2cc(=O)n3ccsc3n2)s1
    · | -3.5%
C=CCNCc1cccn1-c1ccccc1
    -18%&2% | -7.2%&1.5%
CC(=O)Nc1cc(-c2nc3cc(C)c(C)cc3o2)ccc1Cl
    3% | -4.7%
COc1ccc(-n2c(Cc3cccn3C)nnc2SCC(=O)Nc2nccs2)cc1
    -3% | 6.5%
c1ccc(Cn2nnc3c(NCc4ccc5c(c4)OCO5)nc(C4CC4)nc32)cc1
    1% | 2.4%
COc1ccc(NC(=O)COc2cccc(C)c2)c(OC)c1
    4% | -0.5%
C[C@]12CC[C@@H]3c4ccc(OS(=O)(=O)O)cc4CC[C@H]3[C@@H]1CCC2=O
    -4% | -3.8%
O=C(CCc1ccccc1)Nc1nc(-c2cccc3ccccc23)cs1
    0% | 1.3%
COc1cc(OC)c(CN2CCCCCCC2)cc1Br
    · | -2.9%
CCCC(c1nnnn1Cc1ccco1)N1CCN(c2cc(Cl)ccc2C)CC1 (configuration not stated)
    8% | -4.2%

Continued.
Below each SMILES – Rat MKP-3 inhibitors | Hsp70 inhibitors
CCN(CC)CCNC(=O)CCc1n[nH]c(=O)c2ccccc12
    -6% | 0.4%
CCSc1nnc(NC(=O)COc2ccccc2)s1
    0% | -2.5%&-2.0%
Cc1cc2nc(Nc3nc(O)cc(=O)[nH]3)nc(C)c2cc1C
    29% | 4.1%
CCc1ccccc1NC1=NCC(=O)N1Cc1ccc(OC)cc1
    -2% | -2.2%
Cc1ccc2oc(=O)c3cnn(CC(=O)NC4CCC(C)CC4)c3c2c1 (configuration not stated)
    2% | -3.3%
COc1cc(/C=C2\C(=O)NC(=O)N(c3cc(C)cc(C)c3)C2=O)cc(Cl)c1OC
    3% | -3.0%
CC1(c2ccc(OC(F)F)cc2)NC(=O)N(CC(=O)NC2CCCCC2)C1=O (configuration not stated)
    -3% | 4.5%
COC(=O)C1C2C=CC3(CN(C(C)c4ccc(OC)cc4)C(=O)C13)O2 (configuration not stated)
    -11% | -1.3%
COc1ccc(N(CC(=O)N2CCc3ccccc3C2)S(=O)(=O)c2c(C)nn(C)c2C)cc1
    -1% | -2.4%
COc1cccc(N2CCN(c3ncnc4c3[nH]c3ccccc34)CC2C)c1 (configuration not stated)
    -6% | -0.7%
N#CCCN(CC(=O)O)S(=O)(=O)c1ccccc1
    -1% | -1.3%
CC(=O)C1C(=O)c2cc([N+](=O)[O-])ccc2C1=Nc1ccccc1C (configuration not stated)
    0% | -2.4%
Cc1cc(C)c(C#N)c(Nc2ccc3c(c2)OCCO3)n1
    -3% | -7.3%
COc1cc(Br)cc2cc(C(=O)N3CCN(C(=O)c4ccco4)CC3)c(=O)oc12
    2% | 4.9%

6 of the entries above in order of their number in Hsp70 inhibitors, highest first:
molecule | Rat MKP-3 inhibitors | Hsp70 inhibitors
Cc1c(Cl)cccc1NC(=O)CCN1CCCCC1 | -8% | 3.4%
c1ccc(Cn2nnc3c(NCc4ccc5c(c4)OCO5)nc(C4CC4)nc32)cc1 | 1% | 2.4%
O=C(O)CCc1nn2c3ccccc3n(CC(=O)c3ccccc3)c2nc1=O | · | 1.7%
CCC1CCc2c(sc(N)c2C(=O)OC(C)C)C1 (configuration not stated) | 4% | -1.8%
CCOCCOC(=O)c1ccc(NC(=O)COc2cc(C)cc(C)c2)cc1 | 4% | -2.3%
N/C(Cc1ccc(Cl)cc1)=N\OC(=O)Cc1ccc([N+](=O)[O-])cc1 | 4% | -4.0%
